High-throughput results deposited in PubChem BioAssay by several laboratories.
CAL PDZ FP-1 – untagged CAL PDZ binding inhibitors, primary screen, biochemical, fluorescence polarization, HTS. Golgi-associated PDZ and coiled-coil motif-containing protein (Homo sapiens), Q9HD26. purified CAL PDZ, TMR-peptide fluorescence polarization, 1 h. inhibition, % at 24.9 µM. actives 0.92% (n = 300,000). AID 602252, 2012;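 active = mean inhibition of at least 30% with at least half of replicates also reaching 30%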;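 also: 0% = DMSO neutral control and 100% = excess unlabeled competitor peptide PRC23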
RTF Ca sens inh – cardiac RTF calcium sensitivity inhibitors, primary screen, biochemical, IANBD-TnC fluorescence, EC70 calcium | Troponin I, cardiac muscle (Homo sapiens) + Troponin T, cardiac muscle (Homo sapiens) + … | IANBD-labeled cardiac RTF, Ca2+ fluorescence | inhibition, % at 7.15 µM | actives 0.12% (n = 340,000);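 active = inhibition above the mean inhibition of all tested compounds plus 3 SD, cut at about 17% in these data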;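 also: assay run at fixed EC70 calcium of 1.6 mM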
V-ATPase pH – regulators of yeast V-ATPase proton pumping, primary screen, pHLuorin cytosolic pH fluorescence; response, % at 10 µM; actives 0.37% (n = 350,000); S. cerevisiae; in the data active = response mostly above about 7.3%, no sharp cut-off; inactive = mostly below about 5.4%; also: actives read high; inactives centre near 0; some compounds called inactive have numbers as strong as hits
DSG3 Ab inh – inhibitors of pemphigus antibody binding to DSG3, primary screen, biochemical, bead-based, flow cytometry, scFv-GFP; actives 0.48% (n = 310,000); DSG3-coupled beads, scFv-anti-DSG3-GFP binding; active compounds read low; Desmoglein-3 (Homo sapiens), P32926; binding (percent of control), % at 10 µM;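 active = binding more than 3 SD below its plate's average and above zero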;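 also: hits lower antibody fragment binding to DSG3; some compounds called inactive have numbers as strong as hits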
DAGLB inhibitor – DAGLB lipase inhibitors, primary screen, biochemical, fluorescence, HTS | HEK293T DAGLB membrane lysate, EnzChek fluorogenic substrate | actives 0.059% (n = 340,000) | Diacylglycerol lipase-beta (Homo sapiens), Q8NCG7 | inhibition, % at 5.17 µM | AID 504411, 2011; in the data active = inhibition above about 34%;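 also: 0% = enzyme with vehicle and 100% = wells lacking enzyme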
Arr AP2 block – inhibitors of beta-arrestin/AP2 binding, primary screen, biochemical, GPCR trafficking, flow cytometry | beta-arrestin 1 C-terminal peptide binding to AP2 beta2-adaptin appendage (human) | FITC-arrestin peptide / GST-AP2 beads; AP2 beta2 appendage carries R879A mutation | inhibition, % at 10 µM | actives 0.31% (n = 340,000) | AID 504490, 2011;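 active = inhibition above a set limit, near 3 SD of compounds lacking own fluorescence, cut at about 54% in these data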;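 also: plate controls were DMSO wells for no effect and 5 µM unlabelled arrestin peptide for full effect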
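Test system: GST-tagged AP2 beta2-adaptin appendage (R879A) on 4 µm glutathione beads; also added: fluorescein-tagged arrestin peptide at 50 nM final; timing: 12 min plus 1 h, RT; signal: flow cytometry, FL1 (488/535 nm); read-out: percent drop in bead-associated FITC signal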
NSD2 HMT inh – NSD2 histone methyltransferase inhibitors, primary screen, biochemical, AlphaScreen, single concentration, set 2; inhibition, % at 12.5 µM; NSD2 peptide methylation, 120 min; actives 0.54% (n = 310,000); in the data active = inhibition above about 50%
Target sequence (O96028 whole entry, looked up): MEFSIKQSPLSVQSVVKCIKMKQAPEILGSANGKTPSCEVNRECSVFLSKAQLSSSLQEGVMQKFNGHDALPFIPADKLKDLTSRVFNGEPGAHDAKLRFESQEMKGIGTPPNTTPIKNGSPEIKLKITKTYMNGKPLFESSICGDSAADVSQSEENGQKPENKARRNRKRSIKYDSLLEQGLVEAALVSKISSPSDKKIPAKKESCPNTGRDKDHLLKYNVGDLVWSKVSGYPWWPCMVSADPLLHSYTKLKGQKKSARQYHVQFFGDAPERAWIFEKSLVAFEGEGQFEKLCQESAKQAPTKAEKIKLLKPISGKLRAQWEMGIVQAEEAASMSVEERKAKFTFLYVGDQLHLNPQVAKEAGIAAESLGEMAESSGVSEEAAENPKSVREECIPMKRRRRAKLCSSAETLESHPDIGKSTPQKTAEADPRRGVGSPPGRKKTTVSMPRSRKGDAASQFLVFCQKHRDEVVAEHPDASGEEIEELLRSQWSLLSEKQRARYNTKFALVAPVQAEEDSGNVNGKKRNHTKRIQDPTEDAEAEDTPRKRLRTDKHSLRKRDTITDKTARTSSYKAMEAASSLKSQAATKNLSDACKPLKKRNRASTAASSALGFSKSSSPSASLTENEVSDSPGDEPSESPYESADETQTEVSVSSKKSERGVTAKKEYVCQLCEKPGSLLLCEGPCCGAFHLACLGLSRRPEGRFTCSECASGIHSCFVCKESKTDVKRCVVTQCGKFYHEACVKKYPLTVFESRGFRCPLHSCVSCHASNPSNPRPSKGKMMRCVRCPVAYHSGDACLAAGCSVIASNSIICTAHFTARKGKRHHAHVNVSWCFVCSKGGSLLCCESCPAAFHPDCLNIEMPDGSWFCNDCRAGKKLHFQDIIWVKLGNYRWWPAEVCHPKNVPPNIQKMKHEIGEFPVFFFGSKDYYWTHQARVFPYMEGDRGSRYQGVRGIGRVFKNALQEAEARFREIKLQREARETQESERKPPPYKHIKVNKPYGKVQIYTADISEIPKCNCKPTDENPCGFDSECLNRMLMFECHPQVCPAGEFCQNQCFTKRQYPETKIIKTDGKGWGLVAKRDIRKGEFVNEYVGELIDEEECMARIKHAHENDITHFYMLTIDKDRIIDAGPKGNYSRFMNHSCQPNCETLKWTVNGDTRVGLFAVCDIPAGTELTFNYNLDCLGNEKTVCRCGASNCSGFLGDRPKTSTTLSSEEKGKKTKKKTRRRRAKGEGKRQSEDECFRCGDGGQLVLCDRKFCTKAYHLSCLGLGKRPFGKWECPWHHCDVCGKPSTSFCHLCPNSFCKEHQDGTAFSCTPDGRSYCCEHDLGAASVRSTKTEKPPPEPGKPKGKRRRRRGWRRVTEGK
LANA DNA inh – inhibitors of KSHV C-LANA binding to DNA, primary screen, biochemical, fluorescence polarization, FAM-LBS DNA, MBP-C-LANA, single point. inhibition, % at 9 µM. Kaposi's sarcoma herpesvirus LANA C-terminal domain (residues 932-1162) DNA binding. actives 0.078% (n = 340,000). AID 504423, 2011;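 active = highest replicate inhibition at or above 60% at 9 µM, even if other replicates fall short; inactive = all replicates below 60% inhibition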;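 also: 0% = neutral control wells and 100% = 4 µM acridine orange control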
Keap1 Nrf2 FP – Keap1-Nrf2 protein-protein interaction inhibitors, primary screen, biochemical, fluorescence polarization, single point; Kelch-like ECH-associated protein 1 (Homo sapiens), Q14145; Keap1 Kelch-Nrf2 peptide fluorescence polarization, 1536-well; inhibition, % at 9.4 µM; actives 0.15% (n = 340,000); AID 504523, 2011; in the data active = inhibition above about 12%;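 also: human Keap1 Kelch domain with fluorescein labeled Nrf2 9mer peptide probe; 0% = neutral control wells and 100% = peptide positive control; higher means more block of Keap1 binding to Nrf2 peptide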
CAL PDZ FP-2 – CAL PDZ peptide-binding inhibitors, primary screen, biochemical, fluorescence polarization, Cer-tagged CAL PDZ, HTS. Golgi-associated PDZ and coiled-coil motif-containing protein (Homo sapiens), Q9HD26. purified CAL PDZ, TMR-peptide fluorescence polarization, 1 h. inhibition, % at 20 µM. actives 0.02% (n = 330,000). AID 504414, 2011;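 active = highest replicate inhibition of at least 40%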;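 also: plate controls were DMSO neutral control wells for no effect and unlabeled competitor peptide control wells for full effect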
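Material – purified CerCALP PDZ construct · Detection – FP readout, S and P plane fluorescence · Measure – percent inhibition from loss of millipolarization · Controls – unlabelled peptide for full inhibition, DMSO wells as neutral · Probe or stimulus – TMR-labelled reporter peptide T*-PRC34 bound in PDZ groove · Times – 1 h at RT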
Starred values were filed as active, the others as inactive; . = not tested or not shown. An excerpt; the hit share may differ from the screen's.

no.	Molecule	CAL PDZ FP-1	RTF Ca sens inh	V-ATPase pH	DSG3 Ab inh	DAGLB inhibitor	Arr AP2 block	NSD2 HMT inh	LANA DNA inh	Keap1 Nrf2 FP	CAL PDZ FP-2
1	COc1ccc(C(CNC(=O)c2cccc(S(=O)(=O)Nc3cccc(C)c3)c2)N2CCOCC2)cc1 (stereo not given)	-6	8	-5	124	-2	-6	-1	-0.3	2	0.8
2	CCOC(=O)CSC1=NN2CCS(=O)(=O)N=C2S1	.	0	3	97	0	-2	-2	0.3	0	-1.0
3	O=C(Nc1cccc(C(F)(F)F)c1)c1cc(Br)cc2c1OCC2	12	-2	6	.	-1	3	-1	0.0	0	0.5
4	CC1CCCC(n2c(=S)[nH]c3ccccc3c2=O)C1C (stereo not given)	-4	-7	-1	127	-4	21	3	-1.2	1	-1.9
5	CS(=O)(=O)N(CC(=O)N1CCN(c2ccccc2)CC1)c1ccc(Cl)c(C(F)(F)F)c1	9	-4	0	95	2	2	-3	-1.0	2	1.2
6	Cc1ccc2c(c1)N(CC(=O)N1CCCCCC1)C(=O)C(C)O2 (stereo not given)	-2	-1	0	102	-2	30	-8	-1.0	3	-1.8
7	CCOC(=O)c1c(C)[nH]c(C)c1S(=O)(=O)N1CCN(c2ccc([N+](=O)[O-])cc2)CC1	-4	-3	4	.	0	-3	-5	-1.0	-6	-2.3
8	Cc1cccc(OCCn2c(=O)n(C)c3ccccc32)c1	-3	-4	0	100	-4	-5	.	-0.4	-1	0.0
9	Nn1c(SCC(=O)Nc2ccc3c(c2)OCCO3)nnc(CCC(=O)O)c1=O	83*	0	-1	.	-1	-21	3	0.4	-3	1.1
10	COc1cc(C(=O)Oc2ccc3ccc(O)cc3c2)cc(OC)c1OC	-6	-3	-1	100	-7	-16	26	-0.9	2	-0.7
11	CCN(CC)C(=O)N1CCC(NC(=O)Cc2ccccc2)CC1	-4	-8	0	.	-4	21	1	1.1	0	0.1
12	O=C(CCC(=O)c1ccccc1)NCCc1c[nH]c2ccccc12	-4	-8	2	108	-1	4	-3	1.3	3	0.6
13	O=C(OCc1cccc(Cl)c1)c1cc(S(=O)(=O)N2CCCCC2)ccc1N1CCOCC1	1	3	0	104	-2	8	-1	-1.6	-6	-2.7
14	Clc1ccc(-c2nc3ncccn3c2Nc2ccc3c(c2)OCO3)cc1	-6	-3	3	107	2	21	1	-1.2	2	-0.4
15	Cn1c(=N)n(CC(=O)c2ccc(Cl)c(Cl)c2)c2ccccc21	-4	-3	-1	96	-4	-24	-1	-2.0	-1	-1.6
16	COc1cc2c(cc1OC)CN(C(=O)C1CCCN(C(=O)c3ccc(Cl)cc3)C1)CC2 (stereo not given)	1	0	1	96	0	16	0	0.3	-5	-0.4
17	Cn1cccc1/C=N/N1CCN(Cc2ccc(Cl)cc2)CC1	.	-4	2	110	-9	-2	9	-0.2	-3	-1.4
18	CCCCN(C(=O)c1ccc(S(=O)(=O)N2CCCCC2)cc1)C1CCS(=O)(=O)C1 (stereo not given)	.	-3	-1	91	-1	-8	5	-1.4	-1	-0.9
19	Cn1c(=O)[nH]c(=O)c2c1nc(NCCN)n2CCOc1ccccc1	-3	-4	-1	112	0	1	-1	0.4	-2	0.1
20	COc1cccc(CN2CCNC(=O)C2CC(=O)NCCOc2cccnc2)c1 (stereo not given)	1	-16	-2	95	-1	-3	-3	0.7	-6	-2.8
21	O=C(NCc1ccccn1)c1ccco1	0	-2	0	85	1	6	2	2.3	-4	-2.1
22	COc1cccc(CNCCSc2nnnn2C)c1	3	-4	6	104	0	-2	-2	-0.6	-7	.
23	COc1ccc(/C=C(\NC(=O)c2ccccc2Cl)C(=O)NCCCC(=O)O)cc1	5	-14	1	97	1	7	-2	-0.2	-3	-0.1
24	CCN(CC)S(=O)(=O)c1cccc(NC(=O)C2SC(=Nc3ccc(C)cc3C)C(C(=O)NC(C)COC)=C2N)c1 (stereo not given)	-2	6	0	.	-17	9	-1	0.9	0	0.5
25	O=[N+]([O-])c1ccc(C2=NN(c3ccccc3)C(c3ccco3)C2)cc1 (stereo not given)	-3	-50	-2	.	-8	-49	-1	-0.1	-9	0.8
26	C=CCCC(=O)N1CCC(n2nccc2NC(=O)c2ccccc2C)CC1	-2	-1	0	104	3	-4	1	0.2	-3	-1.4
27	Cc1ccc(S(=O)(=O)N(CC(=O)N2CCC(C)CC2)c2cccc(C)c2)cc1	-1	-14	1	107	-2	22	-1	-0.2	1	-4.1
28	COc1ccc(C2NC3=C(CCC3)C3(C#N)C4(N=C(N)C23C#N)OCCO4)cc1 (stereo not given)	-1	-12	3	121	0	7	1	2.2	-5	-0.8
29	O=C(c1ccco1)N1CCN(c2ncnc3c(-c4ccccc4)nsc23)CC1	-2	4	4	.	1	-4	-2	-0.4	0	-0.5
30	COC(=O)c1sc2nc(SCc3ccccc3C)n(N)c(=O)c2c1C	-5	-25	-3	105	-1	-14	0	2.3	0	-3.2
31	Cc1cccc(C)c1NC(=O)C1CCCN1C(=O)Nc1cccc(F)c1 (stereo not given)	-10	-12	2	111	-1	2	-2	-0.6	-8	-0.6
32	COCC(C)N=C1NN=C(c2cc(C)n(Cc3ccccc3Cl)c2C)CS1 (stereo not given)	-1	2	-1	88	2	-1	8	0.1	-7	-1.2
33	COc1ccc(CN(C(=O)c2oc3cc(C)ccc3c2C)C2CCS(=O)(=O)C2)cc1OC (stereo not given)	.	-3	-3	103	3	-4	.	0.4	-1	-0.8
34	COc1ccc(C)cc1NC(=O)c1ccc([N+](=O)[O-])cc1[N+](=O)[O-]	0	-1	1	101	0	-11	-2	2.0	-4	-1.9
35	Cc1ccc2c(COC(=O)c3ccccc3F)cc(=O)oc2c1	-3	-6	0	106	0	21	0	-0.9	0	-2.1
36	CC(C)(C)c1cc(C(=O)NNC(=O)Nc2cccc(Cl)c2)n(Cc2ccccc2)n1	-1	2	-1	107	-12	-5	1	-1.8	-1	-1.2
37	CCOc1ccc(N2CC(C(=O)N3CCCc4ccccc43)CC2=O)cc1 (stereo not given)	2	-1	-1	103	0	3	2	-0.8	1	0.4
38	Cc1ccc2c(c1)OC(=O)CC2c1ccccc1 (stereo not given)	-7	-7	-2	111	-4	3	8	1.3	1	-0.5
39	Cc1c(Br)c([N+](=O)[O-])nn1CC(=O)Nc1nccs1	2	2	-4	110	0	-6	.	0.3	2	1.0
40	CO/N=C/NC(=O)c1c(OC)ccnc1Oc1ccc(F)cc1	-4	8	0	100	1	2	-2	1.6	-3	0.2
41	CC(C)C[C@@H](CNCC(=O)[C@H](Cc1c[nH]c2ccccc12)NC(=O)c1[nH]cnc1C(=O)N[C@@H](C)CN)NC(=O)c1nc[nH]c1C(=O)N[C@@H](Cc1ccccc1)C(=O)O	3	-8	1	105	2	1	.	-1.4	-6	1.0
42	CN(C(=O)COC(=O)COc1ccc2ccccc2c1)c1c(N)n(Cc2ccccc2)c(=O)[nH]c1=O	.	0	-6	100	3	3	3	0.1	0	-0.8
43	C[C@@H]1CN([C@@H](C)CO)C(=O)c2cccc(NS(C)(=O)=O)c2O[C@H]1CN(C)Cc1ccc(C(=O)O)cc1	-4	0	4	103	1	3	.	-3.1	3	0.5
44	CCN1CCN(c2ncnc3scc(-c4ccc(C)c(C)c4)c23)CC1	-4	0	4	101	0	1	17	-1.1	-2	-3.3

In the list so far, 9 contain a Cl atom.
no.	Molecule	CAL PDZ FP-1	RTF Ca sens inh	V-ATPase pH	DSG3 Ab inh	DAGLB inhibitor	Arr AP2 block	NSD2 HMT inh	LANA DNA inh	Keap1 Nrf2 FP	CAL PDZ FP-2
5	CS(=O)(=O)N(CC(=O)N1CCN(c2ccccc2)CC1)c1ccc(Cl)c(C(F)(F)F)c1	9	-4	0	95	2	2	-3	-1.0	2	1.2
13	O=C(OCc1cccc(Cl)c1)c1cc(S(=O)(=O)N2CCCCC2)ccc1N1CCOCC1	1	3	0	104	-2	8	-1	-1.6	-6	-2.7
14	Clc1ccc(-c2nc3ncccn3c2Nc2ccc3c(c2)OCO3)cc1	-6	-3	3	107	2	21	1	-1.2	2	-0.4
15	Cn1c(=N)n(CC(=O)c2ccc(Cl)c(Cl)c2)c2ccccc21	-4	-3	-1	96	-4	-24	-1	-2.0	-1	-1.6
16	COc1cc2c(cc1OC)CN(C(=O)C1CCCN(C(=O)c3ccc(Cl)cc3)C1)CC2 (stereo not given)	1	0	1	96	0	16	0	0.3	-5	-0.4
17	Cn1cccc1/C=N/N1CCN(Cc2ccc(Cl)cc2)CC1	.	-4	2	110	-9	-2	9	-0.2	-3	-1.4
23	COc1ccc(/C=C(\NC(=O)c2ccccc2Cl)C(=O)NCCCC(=O)O)cc1	5	-14	1	97	1	7	-2	-0.2	-3	-0.1
32	COCC(C)N=C1NN=C(c2cc(C)n(Cc3ccccc3Cl)c2C)CS1 (stereo not given)	-1	2	-1	88	2	-1	8	0.1	-7	-1.2
36	CC(C)(C)c1cc(C(=O)NNC(=O)Nc2cccc(Cl)c2)n(Cc2ccccc2)n1	-1	2	-1	107	-12	-5	1	-1.8	-1	-1.2

Single records, as listed above:
`C[C@@H]1CN([C@@H](C)CO)C(=O)c2cccc(NS(C)(=O)=O)c2O[C@H]1CN(C)Cc1ccc(C(=O)O)cc1` across the screens: CAL PDZ FP-1: -4; RTF Ca sens inh: 0; V-ATPase pH: 4; DSG3 Ab inh: 103; DAGLB inhibitor: 1; Arr AP2 block: 3; NSD2 HMT inh: .; LANA DNA inh: -3.1; Keap1 Nrf2 FP: 3; CAL PDZ FP-2: 0.5
`CC(C)C[C@@H](CNCC(=O)[C@H](Cc1c[nH]c2ccccc12)NC(=O)c1[nH]cnc1C(=O)N[C@@H](C)CN)NC(=O)c1nc[nH]c1C(=O)N[C@@H](Cc1ccccc1)C(=O)O` across the screens: CAL PDZ FP-1: 3; RTF Ca sens inh: -8; V-ATPase pH: 1; DSG3 Ab inh: 105; DAGLB inhibitor: 2; Arr AP2 block: 1; NSD2 HMT inh: .; LANA DNA inh: -1.4; Keap1 Nrf2 FP: -6; CAL PDZ FP-2: 1.0
